Screening data from PubChem BioAssay.
JMJD2A Tudor: qHTS Assay for Inhibitors of JMJD2A-Tudor Domain | Potency, µM (series often up to 114 µM), for the others: at the top dose activity change, negative = inhibition, usual class: inhibitors | Lysine-specific demethylase 4A (Homo sapiens), O75164 | AlphaScreen JMJD2A-Tudor / H3K4me3 peptide binding | hit rate 4.4% among 390,000 | AID 504339, 2011; also: % is scaled to controls: 0 for no effect and ±100 for the full control effect; nearly all actives have a fitted effect of over 50% in size
G9a inh: qHTS Assay for Inhibitors of Histone Lysine Methyltransferase G9a; Histone-lysine N-methyltransferase EHMT2 (Homo sapiens), Q96KQ7; G9a H3K9 monomethylation, AlphaScreen, 2 h; Potency, µM (titrated, usually from 102 µM), without a hit: at the top dose activity, negative = inhibition, hits mostly inhibitors; hit rate 8.8% among 350,000; also: % is scaled to controls: 0 for no effect and ±100 for the full control effect; nearly all actives have a fitted effect of over 75% in size
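AlphaScreen detection with an anti-monomethyl H3K9 antibody quantified product after a 2 h room-temperature reaction containing 500 nM biotinylated H3K9 peptide, 20 µM SAM and 20 nM enzyme, which had been preincubated 15 min with compound.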
BLM inh: qHTS Assay for Inhibitors of Bloom's syndrome helicase (BLM) | RecQ-like DNA helicase BLM (Homo sapiens), P54132 | recombinant BLM DNA unwinding, fluorescence dequenching | Potency, µM (doses to about 56.1 µM), without a hit: at the highest dose activity change, negative = inhibition, usual class: inhibitors | hit rate 0.2% among 350,000;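 also: plate controls were vehicle for no effect and no enzyme for full effect; nearly all actives have a fitted effect of over 35% in size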
BAZ2B block: qHTS Assay for Inhibitors of BAZ2B; Bromodomain adjacent to zinc finger domain protein 2B (Homo sapiens), Q9UIF8; AlphaScreen BAZ2B-H3K14Ac peptide displacement; Potency, µM (highest dose often 114 µM), inactives show at the top dose activity change, negative = inhibition, usual class: inhibitors; hit rate 4.4% among 360,000; also: % is scaled to controls: 0 for no effect and ±100 for the full control effect; nearly all actives have a fitted effect of over 60% in size
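AlphaScreen displacement: compounds (up to 110uM) incubated 30 min at room temperature with a preformed 50 nM BAZ2B/50 nM biotinylated H3K14Ac peptide complex in PBS pH 7.4 with Tween-20. Donor and acceptor beads at 10 ug/mL final added, 20 min light-protected before reading.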
Pol beta inh: qHTS Assay for Inhibitors of DNA Polymerase Beta; Pol beta primer extension/strand displacement, fluorescence kinetic; Potency, µM (series often up to 114 µM), inactives show at the top dose activity change, negative = inhibition, most hits filed as inhibitors; hit rate 1.3% among 340,000; also: % is scaled to controls: 0 for no effect and ±100 for the full control effect
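Human Pol beta at 10 nM; strand-displacement substrate 50 nM final. Compound exposure 15 min at room temperature before start, reaction 10 min at room temperature.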
Pol eta inh: qHTS for Inhibitors of Polymerase Eta | DNA polymerase eta (Homo sapiens), Q9Y253 | recombinant Pol eta, fluorescent DNA replication assay | Potency, µM (series often up to 114 µM), for the others: top-dose activity change, negative = inhibition, most hits filed as inhibitors | hit rate 1.2% among 390,000 | AID 588591, 2011; also: % is scaled to controls: 0 for no effect and ±100 for the full control effect
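Pol eta (10 nM) was preincubated with compounds for 15 min at room temperature, after which fluorescent replication substrate (50 nM final) was added to start the reaction. Fluorescence was read kinetically at 0 and 10 min.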
Pol iota inh: qHTS for Inhibitors of Polymerase Iota | Pol iota fluorescent replication assay, 10 min | hit rate 1% among 390,000 | DNA polymerase iota (Homo sapiens), Q9UNA4 | AID 588590, 2011 | Potency, µM (doses to about 115 µM), inactives show at the top dose activity, negative = inhibition, hits mostly inhibitors
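Pol iota at 10 nM preincubated 15 min with compounds at room temperature; reaction started with fluorescent substrate, 50 nM final. Fluorescence read kinetically at 0 and 10 min; buffer-only wells as negative control.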
POLK inh: qHTS for Inhibitors of Polymerase Kappa. purified Pol kappa, fluorescent DNA synthesis assay, 10 min. Potency, µM (doses to about 107 µM), for the others: top-dose activity, negative = inhibition, most hits filed as inhibitors. hit rate 0.53% among 400,000; also: % is scaled to controls: 0 for no effect and ±100 for the full control effect
Target sequence (Q9UBT6 whole entry, looked up): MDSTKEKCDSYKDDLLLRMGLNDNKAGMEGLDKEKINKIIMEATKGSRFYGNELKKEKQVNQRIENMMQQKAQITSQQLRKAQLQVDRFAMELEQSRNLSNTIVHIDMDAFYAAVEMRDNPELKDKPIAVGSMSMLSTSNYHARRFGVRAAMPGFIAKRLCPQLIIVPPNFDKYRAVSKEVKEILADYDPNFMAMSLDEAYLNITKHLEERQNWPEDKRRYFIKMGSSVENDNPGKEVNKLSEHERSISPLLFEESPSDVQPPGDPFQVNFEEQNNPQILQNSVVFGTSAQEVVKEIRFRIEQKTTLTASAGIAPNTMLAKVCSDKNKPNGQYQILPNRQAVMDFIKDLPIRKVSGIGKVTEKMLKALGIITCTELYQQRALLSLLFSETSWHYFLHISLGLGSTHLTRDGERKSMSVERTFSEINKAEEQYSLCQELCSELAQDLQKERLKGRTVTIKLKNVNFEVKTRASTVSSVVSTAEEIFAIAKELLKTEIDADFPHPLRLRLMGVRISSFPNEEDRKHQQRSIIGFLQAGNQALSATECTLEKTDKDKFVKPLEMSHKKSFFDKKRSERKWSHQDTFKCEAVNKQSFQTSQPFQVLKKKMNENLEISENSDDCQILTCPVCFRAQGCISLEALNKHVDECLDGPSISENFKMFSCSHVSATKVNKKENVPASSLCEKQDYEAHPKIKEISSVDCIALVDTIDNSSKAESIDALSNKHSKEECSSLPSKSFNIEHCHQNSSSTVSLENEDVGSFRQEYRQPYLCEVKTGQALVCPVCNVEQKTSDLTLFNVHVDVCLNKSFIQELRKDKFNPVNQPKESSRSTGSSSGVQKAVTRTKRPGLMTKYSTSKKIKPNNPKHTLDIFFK
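50 nM final substrate added after 15 min RT preincubation of 10 nM Pol kappa with compound; fluorescence read at 0 and 10 min.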
APE1 inh: qHTS Assay for Inhibitors of the Human Apurinic/apyrimidinic Endonuclease 1 (APE1); hit rate 0.35% among 350,000; recombinant APE1, TAMRA/BHQ-2 abasic DNA cleavage fluorescence; Potency, µM (top dose mostly 65.8 µM), for inactives: at the top dose activity change, negative = inhibition, usual class: inhibitors; DNA repair nuclease/redox regulator APEX1 (Homo sapiens), P27695;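 also: plate controls were vehicle for no effect and reference inhibitor for full effect; nearly all actives have a fitted effect of over 55% in size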
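Compound pre-exposure to 0.75 nM APE1, 15 min at ambient temperature. Reaction initiated with 50 nM TAMRA/BHQ-2 THF substrate, read immediately in kinetic mode, 525 nm excitation, 598 nm emission.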
Active calls of the source: *; ? = inconclusive; nt = not tested or not shown; & = joins results of further samples; [ ] = dose if it differs, or a comment. Calls follow the shape of the dose curve; as a rule, active = well fitted curve in the direction sought with a large enough effect; inconclusive = small, poorly fitted or top-dose-only effect, or another doubt; inactive = no such curve, though single readings can be large; an effect the other way counts as inactive or inconclusive. Potency is read from the fitted curve at half-maximal effect.

Pol iota inh	Pol eta inh	G9a inh	APE1 inh	POLK inh	Pol beta inh	BLM inh	BAZ2B block	JMJD2A Tudor	Structure
27%	-2%	15%	13%	-1%	28%	-1%	10%	-3%	CCC(=O)OC1CC(C)N(C(=O)c2ccccc2)c2ccc(C)cc21 (configuration not stated)
-3%	-1%	10%[12.7 µM]	-1%	-22%	3%	0%	-2%	-17%	COC(=O)c1ccc2c(c1)C(=O)N(C1CCCCC1)C2=O
21%	-12%	nt	nt	1%	nt	nt	nt	-12%	O=C1NC(=S)NC1Cc1ccc(O)cc1 (configuration not stated)
15%	-6%	66%[activator][59 µM]	6%	-5%	1%	-13%	58%[activator]	13%[11.4 µM]	Cc1ccc(-c2cc3nc(-c4ccccc4)cc(N4CCOCC4)n3n2)cc1
-4%	-11%	13%[59 µM]	?	-3%	-10%	-5%	?	?	CCOC(=O)c1c(C)[nH]c(C)c1C(=O)COC(=O)/C=C/c1ccc(Cl)cc1
3%	-17%	8%[2.33 µM]	19%	-3%	nt	nt	-1%	-15%	CC(C)(C)c1ccc(C(=O)N2CCN(c3ccc(N4CCOCC4)nn3)CC2)cc1
22%	-11%	-24%	44%[activator]	0%	nt	nt	2%	-2%	COc1cccc(CC(=O)OC(C)C(=O)Nc2ncc(Cl)cc2Cl)c1 (configuration not stated)
?	-11%	13%[59 µM]	4%	-18%	-10%	-6%	-11%	1%	COc1ccccc1NC(=S)N(Cc1cccs1)C1CCCC1
-4%	-4%	?	52%[activator]	-15%	16%	-3%	?	-9%	CC(C)c1ccc(C2/C(=C(/O)c3ccc(F)cc3)C(=O)C(=O)N2CCCN2CCOCC2)cc1 (configuration not stated)
6%	3%	10%	4%	1%	6%	0%	4%	-4%	C=CCNc1ncnc2ccccc12
31%	-14%	nt	nt	-29%	nt	nt	nt	-14%	COc1ccc(C(CNC(=O)c2cccc(NS(=O)(=O)c3ccccc3)c2)N2CCCC2)cc1 (configuration not stated)
-23%	-9%	?	6%	0%	24%	-1%	25µM*	20µM*	Cc1cc2ccccn2c1C(=O)c1ccc([N+](=O)[O-])cc1[N+](=O)[O-]
26%	-7%	?	-7%	1%	1%	0%	?	-26%	COc1ccc(N2CCN(C(=O)c3ccc(N4C(=O)NC5CC4(C)Oc4ccccc45)cc3)CC2)cc1 (configuration not stated)
-12%	1%	-11%[59 µM]	10%	2%	-1%	-8%	-3%	2%	CC1=C(C(=O)N2CCCCC2)C(c2cccs2)NC(=O)N1 (configuration not stated)
35%[activator]	-12%	1%	5%	-15%	-12%	-1%	-16%	-19%	COCc1ccc(CN2CCCC(CO)(Cc3ccccc3)C2)o1 (configuration not stated)
-28%	-7%	20%[12.7 µM]	3%	-1%	nt	nt	-1%	-13%	CSc1ccccc1NC(=O)CN(C)C(=O)/C=C/c1ccccc1
-3%	5%	17%[59 µM]	-3%	-7%	-2%	1%	2%	-7%	CCOCCCNC(=O)C(Cc1ccccc1)NC(=O)c1ccco1 (configuration not stated)
0%	-6%	nt	-13%	-17%	36%	-5%	?	-31%	CCc1ccccc1Nc1nc(-c2cccnc2)cs1
66%[activator]	-20%	19%[59 µM]	-8%	6%	8%	-9%	3%	-4%	COC(=O)CSc1nnc2cc(C)c3ccccc3n12
-19%	-20%	-5%[2.33 µM]	40%[activator]	-36%	nt	nt	-14%	-25%	O=C(NC1CC1)C1CCN(S(=O)(=O)c2ccc(Cl)c([N+](=O)[O-])c2)CC1
-13%	-1%	-25%	1%	-4%	-14%	0%	-4%	-16%	CCOc1ccc(NC(=O)C2CCC(CNc3c(N4CCOCC4)c(=O)c3=O)CC2)cc1 (configuration not stated)
-2%	-16%	21%[59 µM]	-6%	-4%	-1%	-4%	-5%	3%	c1ccc(Oc2nc(Oc3ccccc3)nc(N3CCOCC3)n2)cc1
?	-15%	?	-5%	-32%	-26%	-9%	?	?	COc1ccc2[nH]c(C)c(CCN(Cc3cccs3)C(=S)Nc3ccc(F)cc3)c2c1
-3%	-12%	-12%[59 µM]	nt	-3%	23%	-4%	-21%	-34%	O=C(c1ccc2c(c1)CCN2S(=O)(=O)c1ccc(Cl)cc1)N1CCN(c2ccc(F)cc2)CC1

12 entries already listed, sorted by SMILES length, lowest first:
Pol iota inh	Pol eta inh	G9a inh	APE1 inh	POLK inh	Pol beta inh	BLM inh	BAZ2B block	JMJD2A Tudor	Structure
6%	3%	10%	4%	1%	6%	0%	4%	-4%	C=CCNc1ncnc2ccccc12
0%	-6%	nt	-13%	-17%	36%	-5%	?	-31%	CCc1ccccc1Nc1nc(-c2cccnc2)cs1
66%[activator]	-20%	19%[59 µM]	-8%	6%	8%	-9%	3%	-4%	COC(=O)CSc1nnc2cc(C)c3ccccc3n12
35%[activator]	-12%	1%	5%	-15%	-12%	-1%	-16%	-19%	COCc1ccc(CN2CCCC(CO)(Cc3ccccc3)C2)o1 (configuration not stated)
-3%	5%	17%[59 µM]	-3%	-7%	-2%	1%	2%	-7%	CCOCCCNC(=O)C(Cc1ccccc1)NC(=O)c1ccco1 (configuration not stated)
-12%	1%	-11%[59 µM]	10%	2%	-1%	-8%	-3%	2%	CC1=C(C(=O)N2CCCCC2)C(c2cccs2)NC(=O)N1 (configuration not stated)
-2%	-16%	21%[59 µM]	-6%	-4%	-1%	-4%	-5%	3%	c1ccc(Oc2nc(Oc3ccccc3)nc(N3CCOCC3)n2)cc1
27%	-2%	15%	13%	-1%	28%	-1%	10%	-3%	CCC(=O)OC1CC(C)N(C(=O)c2ccccc2)c2ccc(C)cc21 (configuration not stated)
15%	-6%	66%[activator][59 µM]	6%	-5%	1%	-13%	58%[activator]	13%[11.4 µM]	Cc1ccc(-c2cc3nc(-c4ccccc4)cc(N4CCOCC4)n3n2)cc1
-4%	-11%	13%[59 µM]	?	-3%	-10%	-5%	?	?	CCOC(=O)c1c(C)[nH]c(C)c1C(=O)COC(=O)/C=C/c1ccc(Cl)cc1
31%	-14%	nt	nt	-29%	nt	nt	nt	-14%	COc1ccc(C(CNC(=O)c2cccc(NS(=O)(=O)c3ccccc3)c2)N2CCCC2)cc1 (configuration not stated)
-3%	-12%	-12%[59 µM]	nt	-3%	23%	-4%	-21%	-34%	O=C(c1ccc2c(c1)CCN2S(=O)(=O)c1ccc(Cl)cc1)N1CCN(c2ccc(F)cc2)CC1

Going on with the list:
Pol iota inh	Pol eta inh	G9a inh	APE1 inh	POLK inh	Pol beta inh	BLM inh	BAZ2B block	JMJD2A Tudor	Structure
8%	3%	7%[59 µM]	nt	3%	21%	-6%	2%	-3%	Cc1cccc(Cn2cc(S(=O)(=O)c3cccc(C)c3)c(=O)c3cc(F)c(N4CCOCC4)cc32)c1
17%	-14%	-11%	19%	8%	0%	1%	-14%	0%	COc1ccc(Cc2nc3ccc(C(=O)N(C)CCCN4CCOCC4)cc3o2)cc1
-24%&11%	-6%&-22%	8%	1%	1%&1%	24%&27%	0%&3%	-1%	10%&-15%	Cc1ccc(-c2n[nH]c3c2C(c2cccc(O)c2)N(c2ccc(C(=O)O)cc2)C3=O)cc1 (configuration not stated)
6%	-1%	-6%	-19%	-13%	-2%	2%	-4%	-10%	COc1ccc(OCc2cc(C(=O)N3CCN(CC(=O)N(C)C)CC3)no2)c(Cl)c1
-20%	-10%	-2%	-2%	-4%	1%	-2%	2%	?	O=C(Nc1nccs1)C1CCCN1S(=O)(=O)c1cccc2cccnc12 (configuration not stated)
30%	-23%	?	-1%	3%	19%	-2%	-2%	-2%	COc1ccccc1NC(=O)Cn1cnc2c(oc3ccccc32)c1=O
-13%	-8%	17%	-9%	-15%	9%	5%	-8%[57.1 µM]	-25%	CN1CCN(C2CCCCC2NS(=O)(=O)c2ccc(Cl)cc2)CC1 (configuration not stated)
85%[activator]	?	14%[59 µM]	?	-19%	?	-3%	?	-12%	CC(=O)Nc1ccc(NC(=O)C2C3C=CC(C3)C2C(=O)O)cc1 (configuration not stated)
-3%	11%	45µM*	-4%	-19%	21%	0%	-19%	-15%	Cc1ccc2c(c1)nnn2C1CCN(CC(=O)c2ccc(Cl)cc2)CC1
22%	-14%	12%	2%	-8%	-2%	0%	-2%	6%	CC(C)CC(=O)NC1(C(F)(F)F)C(=O)N(CC(C)C)C2=C1C(=O)CC(C)(C)C2 (configuration not stated)
30%[activator]	-15%	-47%	2%	-14%	-18%	-3%	2%	?	O=C(NCCN1CCN(c2ccccc2)CC1)c1ccccc1F
11%	-4%	?	-1%	-9%	-2%	-5%	-38%	50µM*	S=c1[nH]nc(C2CCCCC2)n1/N=C/c1cccs1
44%[activator]	-3%	-39%[12.7 µM]	21%	-3%[60.1 µM]	1%	2%	8%	-12%	O=C(Cn1nnc(-c2ccncc2)n1)NCCc1ccccc1
14%	-14%	3%[59 µM]	4%	-4%	53%	3%	-5%	-9%	CCCCC(CCC(=O)Nc1ccc(C(=O)OC)cc1)C(=O)O (configuration not stated)
1%	-4%	?	-2%	-14%	5%	3%	-30%	-14%[11.4 µM]	O=C(O)c1ccc(N2C(=O)C3ON(c4ccccc4)C(c4ccccc4F)C3C2=O)cc1 (configuration not stated)
54%[activator]	-10%	?	0%	-2%	23%	-1%	-28%	-8%	CC1CCCCN1C(=O)Nc1cccc(C(F)(F)F)c1 (configuration not stated)
78%[activator]	-12%	0%	-1%	-1%	?	-6%	-1%	-4%	Cc1ccc(N2C(=O)CN(Cc3cccs3)C2=S)cc1C

Some of the compounds tested; rates above refer to the full screens.
